KAT2A inh = inhibitors of human GCN5L2 histone acetyltransferase; Q92830; GCN5L2 HAT assay, ThioGlo1 CoA-SH fluorescence; Potency, µM (doses to about 58.9 µM), inactives show at the top dose activity change, negative = inhibition, most hits filed as inhibitors; 0.21% of 390,000 active; AID 504327
Target sequence (Q92830 whole entry, looked up): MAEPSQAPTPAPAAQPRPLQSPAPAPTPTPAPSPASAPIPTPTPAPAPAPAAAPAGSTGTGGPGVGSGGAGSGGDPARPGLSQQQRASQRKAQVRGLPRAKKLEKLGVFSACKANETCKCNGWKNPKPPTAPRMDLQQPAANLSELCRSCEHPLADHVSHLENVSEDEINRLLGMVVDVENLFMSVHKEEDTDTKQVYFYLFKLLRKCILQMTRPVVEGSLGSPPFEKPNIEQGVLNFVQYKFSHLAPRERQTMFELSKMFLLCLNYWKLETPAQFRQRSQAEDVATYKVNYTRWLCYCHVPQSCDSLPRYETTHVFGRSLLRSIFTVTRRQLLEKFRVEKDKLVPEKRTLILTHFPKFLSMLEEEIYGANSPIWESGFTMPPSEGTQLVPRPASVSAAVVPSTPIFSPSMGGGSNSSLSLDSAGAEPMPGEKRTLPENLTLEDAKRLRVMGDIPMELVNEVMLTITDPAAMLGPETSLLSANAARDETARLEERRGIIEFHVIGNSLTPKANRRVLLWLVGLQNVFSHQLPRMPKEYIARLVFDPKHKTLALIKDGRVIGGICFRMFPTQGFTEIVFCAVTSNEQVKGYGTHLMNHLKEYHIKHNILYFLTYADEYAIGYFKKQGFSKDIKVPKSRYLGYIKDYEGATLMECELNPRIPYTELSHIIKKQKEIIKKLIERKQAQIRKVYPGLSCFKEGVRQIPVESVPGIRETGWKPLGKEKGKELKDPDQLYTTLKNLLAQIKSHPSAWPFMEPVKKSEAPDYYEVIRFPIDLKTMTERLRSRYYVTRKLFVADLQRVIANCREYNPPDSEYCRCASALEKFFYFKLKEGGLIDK
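Fluorescence readout, Ex340nm/Em540nm: ThioGlo1 (50uM final) reacts with free CoA thiol released as 20nM GCN5L2 acetylates H3(1-25) peptide (75uM) using acetyl-CoA (70uM). Compound and enzyme sat 15 min beforehand; 20 min room-temperature reaction.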
N370S GC = inhibitors or activators of N370S glucocerebrosidase for Gaucher disease; P04062; N370S GC spleen homogenate, 4MU-glucoside fluorescence; Potency, µM (highest dose often 59.4 µM), without a hit: at the top dose activity change, negative = inhibition, actives largely listed as inhibitors; 0.092% of 330,000 active; AID 2101;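 note: 0% = full enzyme activity and -100% = no enzyme basal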
FEN1 inh = inhibitors of human flap endonuclease 1; P39748; Recombinant FEN1 flap cleavage, fluorescence, 15 min; Potency, µM (series often up to 114 µM), for the others: top-dose activity change, negative = inhibition, actives largely listed as inhibitors; 0.35% of 390,000 active; note: nearly all actives have a fitted effect of over 65% in size
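Concentration–response screening of FEN1 (10 nM): 15 min compound preincubation at room temperature, reaction started with 50 nM substrate and read at 0 and 15 min. Corrected, normalized data were fitted by a four-parameter Hill equation.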
Numbers without * were called inactive; ? = inconclusive; nt = no result given; & = joins results of further samples. Calls come from the whole dose curve; as a rule, active = well fitted curve in the direction sought with a large enough effect; inconclusive = small, poorly fitted or top-dose-only effect, or another doubt; inactive = no such curve, though single readings can be large; an effect the other way counts as inactive or inconclusive. Unless noted, % is set by controls: 0 for no effect and ±100 for the full control effect; potency is the fitted concentration of half-maximal effect.

The opening 2 records (preview)
1. CCOc1ccccc1OCCC(=O)NNC(=O)Cn1nc(C)cc1C
2. Cc1ccc(CNC(=O)CN2C(=O)NC(C)(c3ccccc3Cl)C2=O)cc1 (stereo not drawn)

compound no. | 1 | 2
KAT2A inh | -3% | -1%
N370S GC | 6% | -3%
FEN1 inh | 13% | 2%

Results, repeating the preview:
1. CCOc1ccccc1OCCC(=O)NNC(=O)Cn1nc(C)cc1C
2. Cc1ccc(CNC(=O)CN2C(=O)NC(C)(c3ccccc3Cl)C2=O)cc1 (stereo not drawn)
3. CCCCN(C)C(=O)c1ccc2c(c1)N(CC)C(=O)c1ccccc1S2(=O)=O
4. C=CCNC(=S)Nc1ccc2nsnc2c1
5. CC1CCN(S(=O)(=O)c2ccc3ncn(CC(=O)N(C)C4CCCCC4)c(=O)c3c2)CC1
6. CCCCNC(=O)CC(C(=O)N1CCc2ccccc21)n1ccnc1 (stereo not drawn)

compound no. | 1 | 2 | 3 | 4 | 5 | 6
KAT2A inh | -3% | -1% | 0% | 4% | -7% | -9%
N370S GC | 6% | -3% | -2% | -4% | 11% | -12%
FEN1 inh | 13% | 2% | 21% | 0% | 0% | -2%

7. Cc1cc(-c2csc(Nc3ccccn3)n2)ccc1F
8. O=C(CN1C(=O)c2cccc3cccc1c23)N1CCN(Cc2ccc3c(c2)OCO3)CC1
9. Cc1ccc(C)c2[nH]c(=O)c(CN(CCN3CCCC3)C(=O)Nc3cccc(Cl)c3)cc12
10. NC(=O)C1CCN(C(=O)c2ccc(Cl)c(S(=O)(=O)N3CCCCCC3)c2)CC1
11. Cc1ccccc1-n1c(SCC(=O)N/N=C/c2ccccc2OCC(=O)O)nc2ccccc2c1=O
12. O=C(NCCc1ccccn1)c1ccc(COc2ccccc2)o1

compound no. | 7 | 8 | 9 | 10 | 11 | 12
KAT2A inh | -15% | -13% | 1% | -1% | 1% | 1%
N370S GC | 22% | 14% | ? | nt | -5% | -7%
FEN1 inh | -14% | -5% | -1% | 16% | 0% | 1%

13. O=C(Nc1ccccc1)N1CCC2(CC1)CCN(C(=O)c1csnn1)CC2
14. CCCCCn1c(CCNC(=O)c2cccs2)nc2ccccc21
15. O=C(O)CN1C(=O)SC(Nc2ccccc2)C1=O (stereo not drawn)
16. Cc1ccc(-c2c(C)sc3ncn(CC(=O)N4CCOCC4)c(=O)c23)cc1C
17. CCCC1(C(=O)OC)NC(c2ccc(OC)cc2OC)C2C(=O)N(c3cccc(C(C)=O)c3)C(=O)C21 (stereo not drawn)
18. Cc1ccccc1OCCSc1nc2ccc(NC(=O)c3ccco3)cc2s1

compound no. | 13 | 14 | 15 | 16 | 17 | 18
KAT2A inh | -1% | -2% | -2% | -7% | -5% | -10%
N370S GC | 1% | 9% | -2% | -5% | -6% | nt
FEN1 inh | nt | -18% | 5% | 6% | 3% | -23%

19. CC1Cc2nc(SCC(=O)NCc3ccco3)n(-c3ccccc3)c(=O)c2S1 (stereo not drawn)
20. COC(=O)C1=C(C)NC(C)=C(C(=O)OC(C)(C)CN(C)CCC(c2ccccc2)c2ccccc2)C1c1cccc([N+](=O)[O-])c1 (stereo not drawn)
21. Cc1cc(/C=N/n2cnnc2)c(C)n1-c1ccc(OCc2ccc(Cl)cc2Cl)cc1
22. CCOC(=O)Cc1cc(=O)n2[nH]c(C(C)(C)C)cc2n1
23. O=C(Nc1cccc(C(=O)N2CCN(c3ccccc3)CC2)c1)c1ccco1
24. COc1ccc(NC(=O)CC2C(=O)NCCN2C(=O)c2ccc(N(C)C)cc2)cc1 (stereo not drawn)

compound no. | 19 | 20 | 21 | 22 | 23 | 24
KAT2A inh | -1% | -23%&-17% | -7% | ? | 1% | ?
N370S GC | 3% | nt | nt | 4% | -12% | 2%
FEN1 inh | 18% | ? | -20% | -2% | -1% | -10%

25. CCOc1ccccc1NC(=O)N1CCc2c(sc(C)c2CC)C1c1ccccc1 (stereo not drawn)
26. COc1ccccc1C(=O)OC1CCCN(C)C1 (stereo not drawn)
27. CCOc1ccccc1NC(=O)c1cc(C(=O)c2cc(OC)ccc2O)coc1=N
28. O=C(Nc1ccc(Nc2ccccc2)cc1)c1c(F)c(F)c(F)c(F)c1F
29. CC(C)(C)n1ncc2c(=O)n(CC(=O)N3CCCCC3)cnc21
30. Cc1cccc(NC(=S)NCC(c2ccccc2)N(C)C)c1 (stereo not drawn)

compound no. | 25 | 26 | 27 | 28 | 29 | 30
KAT2A inh | 2% | -11% | -2% | -9% | -7% | -4%
N370S GC | nt | 0% | -4% | 18% | -1% | 0%
FEN1 inh | -14% | 16% | 8% | -6% | -2% | -2%

31. CC(=O)c1nn(-c2cccc(Br)c2)cc1C(=O)c1cccc2ccccc12
32. CCNC(=S)N(CCc1c(C)[nH]c2ccc(Cl)cc12)Cc1ccco1
33. O=C(O)CCn1cc(/C=C/C(=O)c2ccc(Cl)cc2)c(-c2ccc(Br)cc2)n1
34. CC(=O)NC(=S)Nc1ccc2oc(-c3cc(F)c(F)cc3Cl)nc2c1
35. Cc1ccccc1N1C(=O)CC(N2CCC(C(N)=O)CC2)C1=O (stereo not drawn)
36. O=C(c1ccc(=O)[nH]c1)N(Cc1cccs1)C1(C(=O)NC2CCCC2)CCCCC1

compound no. | 31 | 32 | 33 | 34 | 35 | 36
KAT2A inh | 5% | -4% | ? | 1% | 0% | -1%
N370S GC | 12% | 17% | 6% | 11% | 1% | -5%
FEN1 inh | 10% | -9% | 2% | 1% | -4% | -5%

37. COCCCn1c(=S)[nH]c(C)c(C)c1=O
38. Cc1cc(C)cc(NC(=O)Cc2csc(C)n2)c1
39. COc1ccc(NC(=O)CCCSc2nc(-c3ccco3)cc(C(F)(F)F)n2)cc1OC
40. CCc1cccc(NC(=O)CSC2=Nc3ccccc3N=C(c3ccc(F)cc3)C2)c1
41. O=C(O)CCCC[C@@H]1CCSS1
42. COc1c2ccoc2cc2oc(C)cc(=O)c12

compound no. | 37 | 38 | 39 | 40 | 41 | 42
KAT2A inh | -4% | -3% | -2%&-8% | -10% | -27%&10% | -21%
N370S GC | 16% | nt | 1% | nt | -1%&0% | 10%
FEN1 inh | 0% | -4% | ? | -1% | nt | -1%

43. COc1ccc(CN2CCNC(=O)C2CC(=O)N(C)Cc2ccon2)c(OC)c1 (stereo not drawn)
44. O=C1CC(/C=C/c2cccnc2)=Nc2ccccc2N1
45. CCCn1c2ccccc2c2cnn(CC(=O)N3CCN(c4ccccc4F)CC3)c(=O)c21
46. CC(=O)Oc1c(C)c(C)c2c(c1C)CCC(C)(CCCC(C)CCCC(C)CCCC(C)C)O2 (stereo not drawn)
47. Cc1nn(C)c(C(=O)Nc2ccc(Cn3cccn3)cc2)c1[N+](=O)[O-]
48. CC(=O)Nc1ccc(S(=O)(=O)/N=C2\SCCN2S(=O)(=O)c2ccc(NC(C)=O)cc2)cc1

compound no. | 43 | 44 | 45 | 46 | 47 | 48
KAT2A inh | 3% | -10% | -5% | -5% | -7% | -14%
N370S GC | -5% | -8% | nt | 2%&-2%&-11%&5% | 6% | 0%
FEN1 inh | -14% | 13% | -5% | 1% | -8% | -4%

49. Cc1cc(C)c(S(=O)(=O)Nc2ccnc(-c3cccnc3)n2)c(C)c1
50. N=c1c2c(-c3ccccc3)c(-c3ccccc3)n(Cc3ccco3)c2ncn1CCCn1ccnc1
51. CCN1CCN(c2ncc3c(n2)CCN(Cc2cc(F)cc(F)c2)C3)CC1
52. C[C@@H](N)CCCP(=O)(O)O
53. Cc1cc(=O)oc2cc(NC(=O)CCCC(=O)O)ccc12
54. CC(=O)Nc1ccc(S(=O)(=O)N2CCN(C(=O)c3cccnc3)CC2)cc1

compound no. | 49 | 50 | 51 | 52 | 53 | 54
KAT2A inh | 0% | -4% | 2% | -28% | -4% | -5%
N370S GC | 2% | 3.2µM* | nt | 2% | 5% | 3%
FEN1 inh | -12% | -14% | -3% | nt | -4% | 2%

55. O=C(Cn1cnc2c(OCc3ccccc3)ncnc21)NCCCn1ccnc1
56. Cc1ccc(N=C2NC(=O)/C(=C\c3cccs3)S2)cc1C
57. O=c1[nH]c2ccc(S(=O)(=O)N3CCCCC3)cc2[nH]1
58. COc1ccc(-c2nnnn2CCc2ccccc2)cc1
59. COc1ccccc1NC(=O)c1ccc(-c2ccccc2[N+](=O)[O-])o1
60. O=C(CSc1nc2ccc(N3CCOCC3)cc2c(=O)n1CCc1ccccc1)NCC1CCCO1 (stereo not drawn)

compound no. | 55 | 56 | 57 | 58 | 59 | 60
KAT2A inh | -2% | -13% | -9% | 5% | 3% | -11%
N370S GC | nt | 12% | -7% | 1% | -5% | -15%
FEN1 inh | -4% | 2% | -2% | -6% | -7% | -2%

61. Cc1ccc(-c2cc(C(=O)N3CCOCC3)c3cc(C)ccc3n2)cc1
62. O=[N+]([O-])c1ccc(-c2cnc(SC(c3ccccc3)c3ccccc3)[nH]2)cc1
63. O=C(NCc1cccnc1)c1nn2cccnc2c1Cl
64. CC(C)c1cc(CN2CCN(Cc3ccc(F)c(F)c3)C(CCO)C2)[nH]n1 (stereo not drawn)
65. Nc1ncnc2c1ncn2C1OC(C(=O)NC2CC2)C(O)C1O (stereo not drawn)
66. Cn1c(CCN2CCN(c3ccc(F)cc3)CC2)nc2cc(NC(=O)c3ccco3)ccc21

compound no. | 61 | 62 | 63 | 64 | 65 | 66
KAT2A inh | -7% | -5% | 2% | -2% | -11% | 3%
N370S GC | -8% | 0% | 3% | -21% | -3% | 5%
FEN1 inh | -8% | 0% | 4% | -7% | -6% | -19%

67. CCOc1ccccc1C1c2[nH]c3ccccc3c2C[C@H]2C(=O)N(C3CCN(Cc4ccccc4)CC3)CC(=O)N12 (stereo partly drawn)
68. Nc1ccc(Oc2ccc(Br)cc2)cc1
69. O=C(NCCNC(=O)c1cc(OCC(F)(F)F)ccc1OCC(F)(F)F)Nc1cccc(C(F)(F)F)c1
70. CC1CCN(C(=O)COc2coc(CN3CCc4ccccc43)cc2=O)CC1
71. CN1CCN(c2ccc(S(=O)(=O)N3CCCCC3)cc2NC(=O)c2ccc3ccccc3c2)CC1
72. CCC1(CC)C(=O)N(C)C(=O)NC1=Nc1ccccc1

compound no. | 67 | 68 | 69 | 70 | 71 | 72
KAT2A inh | -6% | 3% | -8% | -1% | -9% | 0%
N370S GC | -28% | 15% | -11% | -7% | 2% | -24%
FEN1 inh | -6% | -4% | -10% | -5% | -7% | 10%

Some of the entries so far, in markdown:
| No. | SMILES | KAT2A inh | N370S GC | FEN1 inh |
| --- | --- | --- | --- | --- |
| 59 | COc1ccccc1NC(=O)c1ccc(-c2ccccc2[N+](=O)[O-])o1 | 3% | -5% | -7% |
| 60 | O=C(CSc1nc2ccc(N3CCOCC3)cc2c(=O)n1CCc1ccccc1)NCC1CCCO1 (stereo not drawn) | -11% | -15% | -2% |
| 61 | Cc1ccc(-c2cc(C(=O)N3CCOCC3)c3cc(C)ccc3n2)cc1 | -7% | -8% | -8% |
| 62 | O=[N+]([O-])c1ccc(-c2cnc(SC(c3ccccc3)c3ccccc3)[nH]2)cc1 | -5% | 0% | 0% |
| 63 | O=C(NCc1cccnc1)c1nn2cccnc2c1Cl | 2% | 3% | 4% |
| 64 | CC(C)c1cc(CN2CCN(Cc3ccc(F)c(F)c3)C(CCO)C2)[nH]n1 (stereo not drawn) | -2% | -21% | -7% |
| 65 | Nc1ncnc2c1ncn2C1OC(C(=O)NC2CC2)C(O)C1O (stereo not drawn) | -11% | -3% | -6% |
| 66 | Cn1c(CCN2CCN(c3ccc(F)cc3)CC2)nc2cc(NC(=O)c3ccco3)ccc21 | 3% | 5% | -19% |
| 67 | CCOc1ccccc1C1c2[nH]c3ccccc3c2C[C@H]2C(=O)N(C3CCN(Cc4ccccc4)CC3)CC(=O)N12 (stereo partly drawn) | -6% | -28% | -6% |
| 68 | Nc1ccc(Oc2ccc(Br)cc2)cc1 | 3% | 15% | -4% |
| 69 | O=C(NCCNC(=O)c1cc(OCC(F)(F)F)ccc1OCC(F)(F)F)Nc1cccc(C(F)(F)F)c1 | -8% | -11% | -10% |

Next compounds follow.
73. O=C(/C(=C/c1cccc(Cl)c1)c1nc2ccccc2[nH]1)c1ccccc1
74. O=C(NCCc1ccccc1)c1ccc(NS(=O)(=O)c2ccc3[nH]c(=O)[nH]c3c2)cc1
75. C=CCn1cccc(C(=O)Nc2ccc(OC)cc2OC)c1=O
76. COc1ccc(CCNC(=O)COC(=O)c2ccc(N3CCCC3=O)cc2)cc1
77. CC(=O)C1=C(O)CC(c2ccccc2)CC1=NCCc1c(C)[nH]c2ccccc12 (stereo not drawn)
78. Cc1ccc(F)cc1NC(=O)CSc1nc(-c2cccs2)cc(C(F)(F)F)n1
79. O=C(O)/C(=N/NC(=O)c1ccc(Cl)cc1)c1ccccc1
80. CC[C@@H](C)[C@H](NC(=O)Cc1c(C)c2c(cc(C)c3c(C)coc32)oc1=O)C(=O)O

compound no. | 73 | 74 | 75 | 76 | 77 | 78 | 79 | 80
KAT2A inh | -10% | -3% | 0% | -10% | -1% | -10% | 3% | -18%
N370S GC | -9% | -15% | 3% | 5% | 10% | nt | -4% | 4%
FEN1 inh | -4% | -3% | -4% | 13% | -5% | 16% | -5% | 1%

Screening results (PubChem)
